From PubChem
S2 tox = reduces viability in counter-screen for ATXN expression inhibitors; Potency, µM (series often up to 56.7 µM), usual class: cytotoxic; S2 cells (HEK-293 line with an ATXN2-luciferase reporter) viability, CellTiter-Fluor protease fluorescence, 24 h; AID 651635; hit rate 0.49% among 400,000; also: potency is read from the fitted curve at half-maximal effect; nearly all actives have a fitted effect of over 40% in size
KB-3-1 tox = KB-3-1 parental cell cytotoxicity. Potency, µM (highest dose often 46.1 µM), for the others: top-dose activity change, negative = cytotoxic, actives largely listed as cytotoxic. KB-3-1 viability, CellTiter-Glo ATP luminescence, 72 h. hit rate 1.4% among 400,000; also: potency is read from the fitted curve at half-maximal effect; % is scaled to controls: 0 for no effect and ±100 for the full control effect; nearly all actives have a fitted effect of over 60% in size
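KB-3-1 parental drug-naive adenocarcinoma cells in DMEM/10% FBS, incubated 72 h at 37 C with pin-transferred compounds across a concentration series. Viability by CellTiter-Glo luminescence; concentration-response curves fitted after normalization.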
HT1080-NT tox = kills 2HG-producing HT-1080-NT fibrosarcoma cells; AID 686970; Potency, µM (series often up to 46.1 µM), for inactives: at the highest dose activity, negative = less viability, hits mostly cytotoxic; hit rate 1.6% among 360,000; HT-1080-NT fibrosarcoma viability, CellTiter-Glo ATP luminescence, 48 h;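 also: NT is the 2HG producing partner of a matched IDH1 knockdown line; potency is read from the fitted curve at half-maximal effect; 0% = DMSO-treated cells and -100% = media-only wells without cells; nearly all actives have a fitted effect of over 55% in size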
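Read-out is CellTiter-Glo luminescence after 10 minutes at room temperature, following 48 hours' compound treatment of HT-1080-NT cells (750 cells/well, RPMI, 5% FBS, 37 degrees C).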
SW480 rereplic = DNA re-replication induction in SW480 cells. SW480 DNA re-replication, Hoechst DNA content imaging, 48 h. Potency, µM (top dose mostly 46.1 µM), for the others: at the top dose re-replication activation, usual class: activators. hit rate 1.8% among 340,000. AID 624297; also: potency is read from the fitted curve at half-maximal effect; % of control where 0% means no effect; nearly all actives have a fitted effect of over 55% in size
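Cells (250 per well) received 23 nL compound or DMSO by pin tool and were kept 48 hr at 37 C, 5% CO2. Nuclei were then stained with Hoechst for 40 min and scanned for DNA content.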
MCF10A rerep = inducers of DNA re-replication in MCF 10A breast cells. MCF 10A DNA re-replication, Hoechst nuclear intensity, 48 h. Potency, µM (series often up to 46.1 µM), without a hit: top-dose activity, positive = re-replication, hits mostly activators. hit rate 2.9% among 350,000; also: potency is read from the fitted curve at half-maximal effect; % of control where 0% means no effect; nearly all actives have a fitted effect of over 50% in size
ATXN2 expr inh = ATXN2 expression inhibition | HEK-293 ATXN2-luciferase reporter, luminescence, 24 h | Potency, µM (series often up to 57 µM), inactives show at the highest dose activity change, negative = inhibition, hits mostly inhibitors | hit rate 0.72% among 360,000; also: potency is read from the fitted curve at half-maximal effect; % is scaled to controls: 0 for no effect and ±100 for the full control effect; nearly all actives have a fitted effect of over 55% in size
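ATXN2-luciferase reporter cells (luciferase flanked by upstream and downstream ATXN2 gene portions) were treated 24 h at 37 °C with compounds at up to 57 uM. SteadyGlo luminescence gave expression; GF-AFC fluorescence gave viability.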
HT1080 IDH1KD tx = kills HT-1080 cells with IDH1 knockdown; AID 686971; hit rate 2% among 360,000; HT-1080 IDH1 knockdown viability, ATP luminescence, 48 h; Potency, µM (highest dose often 46.1 µM), for the others: at the highest dose activity, negative = toxicity, most hits filed as cytotoxic;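 also: potency is read from the fitted curve at half-maximal effect; 0% = DMSO wells and -100% = cell-free medium wells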
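Viability of IDH1-knockdown HT-1080 fibrosarcoma cells was assessed by CellTiter-Glo after 48 h at 37 °C with titrated compound; concentration-effect curves were classified by fit quality and response size.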
IL-1B inflam inh = inflammasome signaling inhibition, IL-1 beta readout | THP-1 LPS/ATP IL-1B secretion, AlphaLISA, 16 h; active compounds read low | activity change, % at 57.5 µM | hit rate 4.7% among 360,000; in the data active = activity change below about -50%; inconclusive = mostly about -30% to -49%; also: % is scaled to controls: 0 for no effect and ±100 for the full control effect
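THP-1 cells pretreated 1 hr with compounds (up to 57.5 uM final), then stimulated with LPS (250 ng/mL final) plus ATP (1.25 mM final); secreted IL-1B measured by AlphaLISA after 16 hr, decreased signal indicating inhibition.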
KB-V1 MDR tox = KB-V1 MDR subline cytotoxicity; KB-V1 MDR cells viability, CellTiter-Glo, 72 h; Potency, µM (titrated, usually from 46.1 µM), without a hit: at the highest dose activity change, negative = cytotoxicity, most hits filed as cytotoxic; hit rate 3.4% among 400,000; AID 1347076; also: potency is read from the fitted curve at half-maximal effect; % is scaled to controls: 0 for no effect and ±100 for the full control effect; nearly all actives have a fitted effect of over 60% in size
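Cytotoxicity toward P-gp-expressing KB-V1 cells was determined as loss of CellTiter-Glo luminescence after 72 h at 37 degrees C. Compounds were tested in quantitative HTS format across a concentration range, with curves fitted to normalized data.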
The depositor's hits bear a star; i = inactive; ? = inconclusive; . = not tested or not shown; & = joins results of further samples; [ ] = another dose, or the depositor's remark. Unless noted, calls follow the shape of the dose curve; as a rule, active = well fitted curve in the direction sought with a large enough effect; inconclusive = small, poorly fitted or top-dose-only effect, or another doubt; inactive = no such curve, though single readings can be large; an effect the other way counts as inactive or inconclusive.

SMILES	S2 tox	KB-3-1 tox	HT1080-NT tox	SW480 rereplic	MCF10A rerep	ATXN2 expr inh	HT1080 IDH1KD tx	IL-1B inflam inh	KB-V1 MDR tox
CC(C)(CNC(=O)C1CCN(S(=O)(=O)c2cc([N+](=O)[O-])ccc2Cl)CC1)N1CCOCC1	i	14%	-19%	-10%	21%	12%	9%	11	15%
O=C(CSc1nnc(CNC(=O)c2c(F)cccc2Cl)o1)c1ccccc1	i	-1%	0%	-1%	-1%	5%	0%	-6	-14%
O=c1[nH]cccc1-c1nc2ccccc2n1Cc1ccc(Cl)cc1	i	-1%	1%	-11%	-8%	.	-1%	8	-7%
Cc1ccc(S(=O)(=O)N2[C@@H](c3ccc(C(C)(C)C)cc3)C(C(=O)O)=CC[C@H]2c2cccs2)cc1	i	-11%	-8%	2%	?	-15%	-8%	39	-15%
CC(=O)Nc1ccc(C2NC(=S)N(c3ccccc3C(F)(F)F)C(C)=C2C(=O)N2CCOCC2)cc1 (centres undefined)	i	22%	20%	?	7%	-12%[11.3 µM]	9%	33	?
Cc1c2c(nc3c(C(=O)NC4CC4)cnn13)CCCC2	i	3%	2%	-9%	1%	33%	7%	-7	-1%
CCc1nc2c(OCc3ccc(OC)cc3)cccn2c1N(C)C(=O)C(C)C	i	0%	0%	.	.	-7%	0%	7	1%
Cc1ccc(S(=O)(=O)N(CC2CO2)c2ccccc2[N+](=O)[O-])cc1 (centres undefined)	i	-24%	-29%	8%	14%	0%	-17%	?	-27%
COc1ccc(-n2c(Cc3cccn3C)nnc2SCC(=O)Nc2ccc(C)cc2)cc1	i	-9%	-4%	10%	13%	1%	-3%	-29	0%
COC(=O)[C@@]1(Sc2ccc(C)cc2)CC(=O)N(C(=O)/C=C/c2ccccc2)[C@@H]1c1ccccc1	?	?	?	.	.	?	?	?	22%
O=C(Nc1ccc2c(c1)OCO2)c1ccc2nc([C@@H]3O[C@H](CO)[C@H](O)[C@H](O)[C@H]3O)[nH]c2c1	i	0%	12%	.	.	6%	1%	32	-16%
CCc1cc(C(=O)N2CCN(S(=O)(=O)c3cc(C)ccc3C)CC2)sc1C	i	-6%	-1%	-4%	?	-5%	-13%	0	?
O=c1cc(N2CCCCC2)c(-c2ccccc2)nn1Cc1ccccc1	.	5%	-30%	21%	?	-12%[11.3 µM]	?	-99*	?
COc1ccc(NC(=O)CSc2nc3ccccc3nc2N2CCCCC2)cc1	?	23%&3%	-3%	6%	?	-21%&6%	-14%	21	-6%&-18%
Cc1ccc(NS(=O)(=O)c2cc3c(cc2C)NC(=O)CO3)cc1	?	?	-8%	14%	-2%	-31%	-15%	0	-9%
CCOC(=O)C1(Cc2ccc(OC)cc2)CCN(C(=O)c2csc(C)n2)CC1	i	-4%	2%	2%	-27%	7%	0%	9	-23%
CCc1nc2ccc(C(=O)N3CCN(S(=O)(=O)CC)CC3)cn2c1N(C)Cc1cccs1	i	0%	11%	.	.	0%	0%	5	4%
O=C(COC(=O)/C=C/c1cccc([N+](=O)[O-])c1)NCCCN1CCCC1=O	i	9%	13%	-2%	-1%	-17%	13%	-6	0%
Cn1cc(C(=O)NCCO)c(=O)c2ccccc21	i	-6%	15%	6%[1.84 µM]	-24%	-9%	18%	21	?
COc1ccc(CCNS(=O)(=O)c2ccccc2[N+](=O)[O-])cc1OC	i	7%	5%	-6%	1%	-17%	5%	3	24%
CCOC(=O)c1cnc2[nH]c3ccccc3n2c1=O	i	0%	-15%	-47%[inhibitor]	?	13%	-6%	-7	-7%
Cc1sc2nc(CSC(C)C(=O)Nc3ccccn3)[nH]c(=O)c2c1C (centres undefined)	i	15%	3%	19%	2%	12%	15%	-4	8%
O=c1oc2ccc3ccccc3c2cc1-c1nnc(Nc2ccc(Cl)cc2Cl)s1	i	6%	.	.	.	12%	.	.	13%
COC(=O)Nc1ccc(S(=O)(=O)N2CCCC(C(=O)Nc3cccc4c3OCCO4)C2)cc1 (centres undefined)	i	-1%	1%	7%	5%	-3%	-3%	12	?
Cc1ccc(C(=O)NCC(c2ccc(F)cc2)N2CCOCC2)cc1 (centres undefined)	i	13%	6%	-21%	28%	20%	8%	3	-1%
CN1CC(O)(C(O)C(O)C(O)CO)SC1=S (centres undefined)	i	-2%	3%	.	.	.	5%	11	27%
NC(=O)Nc1ccc(Oc2c(F)c(F)c(F)c(F)c2F)cc1	i	5%	-8%	-2%	4%	-1%	-18%	43	-13%
CCOc1ccc(CCN2C(=S)N([C@@H](CC(C)C)CN3CCC[C@@H]3CN3C(=S)NC[C@@H]3Cc3ccc(O)cc3)C[C@@H]2CC(C)C)cc1	?	?	?	.	.	-35%	?	?	-22%
O=C1CCC([N+](=O)[O-])C(c2ccc(Cl)c([N+](=O)[O-])c2)N1 (centres undefined)	i	-2%	1%	0%	2%	-30%	9%	-4	14%
COC(=O)[C@]1(Cc2ccccc2)N[C@H](c2ccc(-c3cc(C(C)=O)cs3)cc2)[C@@H]2C(=O)N(C)C(=O)[C@@H]21	i	0%	2%	4%	-9%	7%	6%	3	-20%
Cc1cccc(NC(=O)C2CCCN(S(=O)(=O)c3c(C)noc3/C=C/N(C)C)C2)c1C (centres undefined)	?	5%	.	.	.	3%	.	.	11%
CCCn1c(=N)n(CC(=O)c2ccc(OCC(=O)OC)cc2)c2ccccc21	i	?	1%	?	-5%	.	-3%	-4	1%
O=C(Nc1ccccn1)C(=O)Nc1ccccn1	i	2%	-5%	-13%	-3%	.	1%	4	0%
COc1ccc(CNC(=O)C2CCCN2C(=O)Nc2cccc(Cl)c2)cc1 (centres undefined)	i	0%	0%	.	.	.	1%	-9	-22%
COC(=O)c1cc2sc(Cl)cc2n1CC(=O)NCCC(C)C	i	11%	0%	3%	0%	2%	6%	-3	?
CCOC(=O)C1=CCN(S(=O)(=O)c2ccccc2C)C1c1cccc(F)c1 (centres undefined)	?	-1%	5%	.	.	-29%	-18%	50	-14%
Cc1nc2c(sc3nc(N4CCOCC4)c4c(c32)CC(C)(C)OC4)c(-c2ccc(Cl)cc2)c1C(=O)O	i	?	-2%	5.2µM*	0.46µM*	.	-21%	-1	0%
Cn1ccc2cc(OCc3ccccc3)ccc21	i	2%	10%	7%	9%	58%[activator]	18%	-4	-13%
Cc1cccc(NC(=S)NC(=O)CC2CC(C)(C)OC2=O)c1 (centres undefined)	i	7%	9%	-4%	-5%	.	4%	-8	8%
Cc1nc2ncnn2c(N2CCN(C(=O)Cc3cccs3)CC2)c1C	i	0%	8%	-4%	16%	-6%	8%	24	?
CC(Sc1ccc(S(=O)(=O)N2CCCCC2)cn1)C(N)=O (centres undefined)	i	-1%	2%	.	.	.	9%	3	21%
COc1ccc(C2=[N+]([O-])C(C)(C)C(c3ccccc3)=N2)cc1	?	8%	5%	-134%[inhibitor]	1%	-10%	15%	-6	-13%
O=C(N/C(=C\c1cccnc1)c1nc2ccccc2[nH]1)c1cccc(Br)c1	i	3%	0%	-2%	-16%	3%	-1%	-13	?
O=c1c(Oc2ccccc2F)coc2cc(OCc3cnn(-c4ccccc4)c3)ccc12	i	0%	-1%	-2%	0%	.	1%	72	3%
COc1ccc(-c2csc(N(CCCN(C)C)C(=O)c3ccccc3C)n2)cc1	i	-18%	?	?	0%	?	?	-76*	4%
O=C(c1ccc2nccnc2c1)N1CCCC(N2CCN(c3ccc(F)cc3)CC2)C1 (centres undefined)	i	-2%	0%	-3%	-6%	0%	4%	19	0%
COc1ccc(-n2c(SCC(=O)NCC3CCCO3)nc3c([nH]c4ccccc43)c2=O)cc1 (centres undefined)	i	0%	3%	-10%	-15%	10%	0%	18	21%
O=C(CCC(=O)c1cccs1)NCc1ccccc1Cl	i	0%	0%	-2%	1%	4%	0%	6	15%
CC1(C)OC(=O)C(=CNC(Cc2c[nH]c3ccccc23)C(=O)O)C(=O)O1 (centres undefined)	?	10%	13%	-1%	-1%	-7%	-4%	30	5%
O=C(O)c1nn2cc(CCO)cnc2c1Cl	i	9%	28%	-21%	-19%	3%	16%	6	?
CN(C1CCCCC1)S(=O)(=O)c1ccc2c(c1)c(=O)c(C(=O)NCCN1CCCC1)cn2C	?	-8%	-6%	2%	-1%	-12%	-1%	-7	?
COc1ccc(Cl)cc1NC(=O)Cn1nc(C(F)(F)F)c2c1CCCC2	?	-5%	.	.	.	-30%	.	.	-26%
Cc1sc2ncnc(NCc3cccnc3)c2c1C	i	-8%	-19%	-28%	-20%	-16%	-9%	38	2%
COc1cccc(NC(=O)C2C3C=CC(C3)C2C(=O)O)c1 (centres undefined)	i	-1%	?	3%[1.84 µM]	-2%	19%	-28%	7	4%
O=c1c(Cl)c(NCc2ccc(F)cc2)cnn1C12CC3CC(CC(C3)C1)C2	i	?	-2%	-2%	?	-27%	-9%	-11	-29%
O=C(O)CCC(=O)N1N=C(c2c(-c3ccccc3)c3cc(Cl)ccc3[nH]c2=O)CC1c1ccccc1 (centres undefined)	i	8%	-22%	-35%[inhibitor]	-8%	10%	-20%	-6	15%
COc1ccccc1C(=O)Oc1ccc(C(C)C)cc1	i	3%	1%	3%	-2%	16%	23%	-8	16%
O=C(O)c1nccnc1C(=O)NCCc1c[nH]c2ccccc12	i	-5%	-3%	-2%	2%	.	3%	20	1%

Sorted by the number under SW480 rereplic (low to high): some entries from above.
mol	SW480 rereplic
CCc1cc(C(=O)N2CCN(S(=O)(=O)c3cc(C)ccc3C)CC2)sc1C	-4%
O=c1c(Cl)c(NCc2ccc(F)cc2)cnn1C12CC3CC(CC(C3)C1)C2	-2%
CC1(C)OC(=O)C(=CNC(Cc2c[nH]c3ccccc23)C(=O)O)C(=O)O1 (centres undefined)	-1%

Rows are unselected; any-hit rate near 11%.
